NS3 helicase inh – HCV NS3 helicase inhibition. inhibition, % at 10.9 µM. 290,000 compounds, 0.56% hits. NS3 helicase DNA unwinding, Cy5 molecular beacon fluorescence;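 active = inhibition above the mean of all tested compounds plus 3 SD, set per campaign, cut at about 35% in these data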;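 also: 0% = DMSO wells and 100% = thioflavine S control wells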
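System: Hepatitis C virus NS3 helicase domain fragment enzyme | Reagent: Annealed dual-labelled DNA beacon duplex, ATP-started | Compound dosing: 10.9 µM single point, 0.8% DMSO | Incubation: 1 h reaction at 25 °C, ATP-initiated | Technique: Cy5 fluorescence | Evaluation: Percent inhibition from t60/t0 fluorescence ratio | Benchmarks: Low DMSO, high thioflavine S at 110 µM | Replication: Singlicate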
MEKK2mut PB1 HTS – signal of MEK5 binding to mutant human MEKK2 PB1 domain; bead flow cytometry, Alexa488-MEK5 binding to MEKK2 mutant; 290,000 compounds, 0.35% hits; percent response, % at 10 µM; in the data active = percent response above about 24%, passing the limit was not always enough; also: inactives centre near 1; some results filed as inactive read as strong as hits
GalR3 antagonist – human GalR3 antagonism; 360,000 compounds, 0.44% hits; AID 651719; HEK293 GalR3-CNG cAMP membrane potential fluorescence; galR3 body fused to GalR1 C-terminus; inhibition, % at 3 µM;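 active = inhibition above the screen-wide average plus 3 SD, cut at about 13% in these data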;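 also: forskolin and galanin both at EC90 stimulate the cells; cAMP rise reported by CNG channel membrane potential dye signal; 0% = forskolin plus galanin with DMSO and 100% = forskolin alone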
Target sequence (O60755 1-299 limits assumed): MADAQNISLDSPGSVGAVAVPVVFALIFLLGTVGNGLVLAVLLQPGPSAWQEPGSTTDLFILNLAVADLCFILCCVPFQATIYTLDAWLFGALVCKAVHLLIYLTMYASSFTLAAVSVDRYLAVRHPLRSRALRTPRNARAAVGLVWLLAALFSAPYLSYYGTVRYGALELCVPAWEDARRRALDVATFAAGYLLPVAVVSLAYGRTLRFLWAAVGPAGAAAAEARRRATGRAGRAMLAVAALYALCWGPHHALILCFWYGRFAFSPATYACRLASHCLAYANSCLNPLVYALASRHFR
DNA FID counter – counter-screen for HCV NS3 helicase inhibitors: DNA intercalator displacement. DNA fluorescent intercalator displacement, fluorescence. inhibition, % at 7.9 µM. 290,000 compounds, 0.17% hits; in the data active = inhibition above about 37%;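 also: 0% = vehicle and 100% = reference compound; higher means more ethidium bromide displaced from hairpin DNA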
CRFR2-BP ag – agonists of human CRF-binding protein/CRF-R2 receptor complex | HEK293 CRF-R2/CRF-BP, calcium dye fluorescence (FLIPR); percent of saturating CRF peptide response | activation, % at 13.2 µM | 350,000 compounds, 0.46% hits | AID 588473;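 active = activation of at least 50%, plus an integration ratio under a set limit after plate pattern correction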;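 also: plate controls were neutral control wells without compound for no effect and CRF at EC100 for full effect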
MEKK3 PB1 HTS – modulators (inhibitors or enhancers) of MEK5 binding to human MEKK3 PB1 domain; Q99759; bead-based flow cytometry, Alexa488-MEK5 binding to MEKK3; actives lie on both sides; 0 = blocked by unlabeled MEK5, 100 = vehicle; binding response (% of control), % at 10 µM; 290,000 compounds, 1.4% hits; AID 1529;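 active = binding response more than 3 SD above or below the average of its plate-row segment, actives on both sides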;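 also: Alexa488 bead fluorescence after subtracting the streptavidin-only scavenger bead signal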
Target sequence (Q99759 whole entry, looked up, the tested form may be a part): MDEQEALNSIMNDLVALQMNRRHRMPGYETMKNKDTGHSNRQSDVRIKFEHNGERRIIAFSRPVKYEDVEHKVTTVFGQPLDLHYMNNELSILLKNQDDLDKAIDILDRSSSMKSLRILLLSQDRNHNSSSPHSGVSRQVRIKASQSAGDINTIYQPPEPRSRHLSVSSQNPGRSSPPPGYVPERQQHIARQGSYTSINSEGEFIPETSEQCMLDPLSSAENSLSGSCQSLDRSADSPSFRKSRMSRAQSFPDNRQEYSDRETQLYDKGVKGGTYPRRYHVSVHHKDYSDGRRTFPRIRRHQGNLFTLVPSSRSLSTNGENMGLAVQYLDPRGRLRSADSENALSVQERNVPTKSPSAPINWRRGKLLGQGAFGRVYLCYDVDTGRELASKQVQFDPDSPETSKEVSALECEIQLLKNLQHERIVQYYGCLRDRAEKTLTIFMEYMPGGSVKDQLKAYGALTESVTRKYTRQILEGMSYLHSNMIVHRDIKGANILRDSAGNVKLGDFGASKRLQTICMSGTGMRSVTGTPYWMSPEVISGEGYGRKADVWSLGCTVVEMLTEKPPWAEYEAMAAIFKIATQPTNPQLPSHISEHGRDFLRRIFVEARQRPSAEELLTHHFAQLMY
MEKK2 WT-MEK5 – raises or lowers MEK5 binding to wildtype human MEKK2 PB1 domain; bead flow cytometry, Alexa488-MEK5 binding to MEKK2 WT; actives lie on both sides; binding response (% of control), % at 10 µM; 290,000 compounds, 1.1% hits; AID 1531; in the data active = binding response below about 67% or above about 130%
SUMO HTRF inh – inhibitors of human SUMOylation (UBC9); inhibition, % at 35 µM; 290,000 compounds, 0.36% hits; AID 2006; HTRF SUMOylation assay, SAE1/SAE2 + UBC9, in vitro; in the data active = inhibition above about 50%, passing the limit was not always enough; also: strong numbers were not always called active
Target sequence (P63279 whole entry, looked up): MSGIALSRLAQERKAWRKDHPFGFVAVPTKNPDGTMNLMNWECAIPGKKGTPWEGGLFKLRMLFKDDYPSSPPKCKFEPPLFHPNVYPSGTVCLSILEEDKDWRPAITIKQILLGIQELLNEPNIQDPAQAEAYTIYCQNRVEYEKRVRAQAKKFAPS
CRFBP-R2 block – blocks CRF-induced signaling of the CRF-BP/CRF-R2 complex | HEK293 CRF-R2/CRF-BP, CRF-induced calcium fluorescence | inhibition, % at 11.8 µM | 350,000 compounds, 0.59% hits | AID 588475;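 active = inhibition of the ligand-induced calcium signal above about 50% at the single tested concentration, limit read from the data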
* marks the source's active call; other numbers are inactive results; . = no result given; & = joins results of further samples; [ ] = remark or other dose. An excerpt (hit frequency here may not be typical).

1: CCc1oc2c(C)c(O)ccc2c(=O)c1-c1ccc2ccccc2n1
2: COCCn1c(SCC(=O)Nc2ccccc2OC)nc2ccccc2c1=O
3: CCc1ccc(-c2cc(C)no2)cc1S(=O)(=O)Nc1cc(C)ccn1
4: COc1ccccc1CN1CC(C(=O)N2CCC(C(=O)c3ccccc3)CC2)CCC1=O (centres undefined)
5: Fc1cc(NC(=S)NCc2ccc(CNC(=S)Nc3ccc(Cl)c(F)c3)cc2)ccc1Cl
6: COc1ccc2oc(C(=O)N3CCc4ccccc43)c(C)c2c1
7: FC(F)Oc1ccc(-n2cc(-c3ccc(Cl)cc3)[n+]3c2CCCCC3)cc1
8: Cc1nc2ccc(NC(=O)c3ccc(N4C(=O)CCC4=O)cc3)cc2s1
9: COCCn1nnnc1C(c1ccc(Cl)cc1)N1CCSCC1 (centres undefined)
10: C[C@@H](C(=O)N1CCNCC1)n1cc(CCCN=C(N)N)nn1

assay / compound,1,2,3,4,5,6,7,8,9,10
NS3 helicase inh,-8,2,-5,32,-2,3,17,14,6,1
MEKK2mut PB1 HTS,5,3,2,4,7,-2,3,-4,0,0
GalR3 antagonist,-3,-12,-1,4,-1,-3,3,4,-3,0
DNA FID counter,-6,-30,-9,-60,0,-23,13,3,-13,4
CRFR2-BP ag,1.7,-0.4,0.2,-0.6,17,2.4,-1.4,-2.5,-1.2,-0.2
MEKK3 PB1 HTS,102,104,101,96,119,102,104,95,98,92
MEKK2 WT-MEK5,100,100,104,95,120,100,102,102,101,96
SUMO HTRF inh,23,-6,10,18,28,4,2,4,19,14
CRFBP-R2 block,-56,-1,-2,7,-24,12,9,8,13,-7

11: COc1ccc(CCN2C(=NC(=O)CC(C)C)SC3CS(=O)(=O)CC32)cc1OC (centres undefined)
12: O=C(O)CN(c1ccc2c(c1)OCCO2)S(=O)(=O)c1ccccc1
13: CS(=O)(=O)Cc1ccc(C(=O)NC(c2ccccc2)c2ccccc2)cc1
14: CC(=O)c1cc(C#N)c(Oc2cc(C)cc(C)c2)nc1C
15: Cn1c(SCC(=O)Nc2ccccc2)nc2ccccc2c1=O
16: Cn1ncc(Cl)c1C(=O)Nc1nnc(C2CC2)s1
17: COc1cc(-c2cc(C(=O)O)c3c(OC)c(OC)c(OC)cc3n2)ccc1O
18: Cc1cccc(OCCn2c(S(=O)(=O)O)nc3ccccc32)c1
19: Cc1cccc(Cl)c1NC(=S)NN
20: CO/N=C/c1ccc(Oc2ccc(C)cc2)c([N+](=O)[O-])c1

assay / compound,11,12,13,14,15,16,17,18,19,20
NS3 helicase inh,17,-2,-8,-4,-6,0,-5,14,-25,5
MEKK2mut PB1 HTS,0,3,-3,-2,5,3,-8,-1,.,-7
GalR3 antagonist,-1,1,-11,1,-12,-1,2,0,-2,0
DNA FID counter,-37,-4,-19,-12,-8,2,-1,-40,-8,6
CRFR2-BP ag,1.1,1.9,0.2,1.5,-3.3,-1.1,-0.4,-0.8,6.3,-1.2
MEKK3 PB1 HTS,99,98,104,103,106,98,95,101,.,97
MEKK2 WT-MEK5,97,99,101,102,104,106,93,98,.,94
SUMO HTRF inh,-4,-4,-2,30,5,7,21,16,7,-32
CRFBP-R2 block,-4,-2,-1,-1,-5,-4,7,14,-17,29

The last 4 records of the section before open the next one:
17: COc1cc(-c2cc(C(=O)O)c3c(OC)c(OC)c(OC)cc3n2)ccc1O
18: Cc1cccc(OCCn2c(S(=O)(=O)O)nc3ccccc32)c1
19: Cc1cccc(Cl)c1NC(=S)NN
20: CO/N=C/c1ccc(Oc2ccc(C)cc2)c([N+](=O)[O-])c1
21: CC(Sc1nnc(Cc2cccs2)n1C1CCCCC1)C(=O)N1CCc2ccccc21 (centres undefined)
22: COc1ccc(C(=O)Nc2ccc(OCC(=O)N3CCOCC3)cc2)c(OC)c1OC
23: O=C(O)c1cc2ncc(-c3[nH]ncc3[N+](=O)[O-])cn2n1
24: CCCOc1ccc(CSCCNC(=S)Nc2ccccc2)cc1
25: O=C(NNC(=S)Nc1ccc(F)c(Cl)c1)c1ccccc1Br
26: O=S(=O)(NC1CC1)c1ccc(S(=O)(=O)N2CCCC(c3nc(-c4cccnc4)no3)C2)cc1 (centres undefined)
27: O=C(CN1CCN(Cc2ccccc2)CC1)c1ccc(Br)cc1
28: Cn1cc(Br)c(C(=O)Nc2c(F)c(F)c(F)c(F)c2F)n1
29: Cc1nn(C(C)c2n[nH]c(=S)n2-c2cccc(Cl)c2)c(C)c1[N+](=O)[O-] (centres undefined)
30: CC(C)C(=O)Nc1ccc(C(=O)NC2CCSC2=O)cc1 (centres undefined)

assay / compound,17,18,19,20,21,22,23,24,25,26,27,28,29,30
NS3 helicase inh,-5,14,-25,5,-4,2,-17,-7,-9,-1,-8,-4,0,5
MEKK2mut PB1 HTS,-8,-1,.,-7,-8,0,10,1,-3,5,.,-2,1,-2
GalR3 antagonist,2,0,-2,0,-5,0,-3,-12,-11,-5,-7,-1,-2,-1
DNA FID counter,-1,-40,-8,6,-42,-19,0,-16,-5,-21,12,1,-6,-5
CRFR2-BP ag,-0.4,-0.8,6.3,-1.2,-2.0,3.6,-2.0,2.0,0.4,0.1,0.7,-0.7,0.5,-0.4
MEKK3 PB1 HTS,95,101,.,97,87,97,103,118,101,108,.,105,99,99
MEKK2 WT-MEK5,93,98,.,94,88,95,104,110,95,113,.,100,104,98
SUMO HTRF inh,21,16,7,-32,17,-1,-7,-7,-162,1,27,2,16,-1
CRFBP-R2 block,7,14,-17,29,19,14,19,-47,38,2,5,25,-9,6

31: Cc1ccc(Oc2cc(-n3nc(C)cc3C)ncn2)cc1
32: Cc1ccccc1-c1nc(CN2CCC(C(=O)O)CC2)c(C)o1
33: CCCC(C)NC(=O)C1CCN(C(=O)C2CC(=O)N(c3ccc(C)cc3)C2)CC1 (centres undefined)
34: COC(=O)CCCC1=CC2=CC(=O)C(C)(OC(=O)CCc3ccccc3)C(=O)C2=CO1 (centres undefined)
35: O=C(NCCCc1ccccc1)c1ccc(F)cc1
36: COc1ccccc1OCCSc1nc2ccccc2n1CCO
37: COc1ccc(CCc2nc(C)ccc2O)cc1
38: CS(=O)(=O)N(CC(=O)N1CCN(c2ccccc2)CC1)C1CCCCC1
39: CN(C)c1ccc(/C=C(\C#N)C(=O)Nc2nc3c(s2)CCN(Cc2ccccc2)C3)cc1
40: COC(=O)c1nn(-c2ccc(-c3ccccc3)cc2)cc1O

assay / compound,31,32,33,34,35,36,37,38,39,40
NS3 helicase inh,6,-4,-8,.,-1,-4,-11&-1,5,7,-6
MEKK2mut PB1 HTS,-1,10,0,3,6,-14,22&6,-2,-22,5
GalR3 antagonist,6,-1,-8,.,.,-6,-11&-3,3,-5,-6
DNA FID counter,-6,-3,-29,.,-3,-12,-1&2,-11,-12,-5
CRFR2-BP ag,-0.9,-0.3,-1.8,9.7,-7.1,1.7,0.3&0.1,-1.0,345*,-0.2
MEKK3 PB1 HTS,86,112,101,104,106,84,104&104,99,97,103
MEKK2 WT-MEK5,102,113,96,92,110,81,107&103,96,71*[inhibitor],101
SUMO HTRF inh,-10,13,-6,23,20,-3,-4&-2,15,31,33
CRFBP-R2 block,19,12,5,-19,6,0,6&15,4,-459,-6

Five of these compounds, reformatted.
Every second line gives: NS3 helicase inh, MEKK2mut PB1 HTS, GalR3 antagonist, DNA FID counter, CRFR2-BP ag, MEKK3 PB1 HTS, MEKK2 WT-MEK5, SUMO HTRF inh, CRFBP-R2 block
#35 O=C(NCCCc1ccccc1)c1ccc(F)cc1
 : -1, 6, ., -3, -7.1, 106, 110, 20, 6
#31 Cc1ccc(Oc2cc(-n3nc(C)cc3C)ncn2)cc1
 : 6, -1, 6, -6, -0.9, 86, 102, -10, 19
#36 COc1ccccc1OCCSc1nc2ccccc2n1CCO
 : -4, -14, -6, -12, 1.7, 84, 81, -3, 0
#38 CS(=O)(=O)N(CC(=O)N1CCN(c2ccccc2)CC1)C1CCCCC1
 : 5, -2, 3, -11, -1.0, 99, 96, 15, 4
#37 COc1ccc(CCc2nc(C)ccc2O)cc1
 : -11&-1, 22&6, -11&-3, -1&2, 0.3&0.1, 104&104, 107&103, -4&-2, 6&15

The results go on:
41: COc1ccc(OCc2nnc(SCC(=O)N3C(C)CCCC3C)o2)cc1 (centres undefined)
42: COc1ccccc1-c1nnc(NC(=O)c2ccc3ncsc3c2)o1
43: NS(=O)(=O)c1ccc(NS(=O)(=O)c2ccc(NC(=O)C3CC3)cc2)cc1
44: CCCN1C(=O)C2(OCCO2)c2cc(Cl)ccc21
45: O=C(O)c1c(C(=O)O)c(-c2ccc(Br)cc2)n2c1CSC2
46: CCOC(=O)C1C(=O)NC(SCC(=O)OC)=C(C#N)C1c1ccccc1OCC (centres undefined)
47: CC(=O)N/C(=C\c1cccc([N+](=O)[O-])c1)C(=O)NC1CCCCC1
48: CCOC(=O)Cc1csc(NC(=O)CSc2cc(Cl)ccc2Cl)n1
49: COCCCNC(=S)Nc1ccccc1C
50: CCC(=O)Nc1sc(C(=O)OC)c(C)c1C(=O)OC

assay / compound,41,42,43,44,45,46,47,48,49,50
NS3 helicase inh,-3,8,-2,-2,13,22,2,-12,0,0
MEKK2mut PB1 HTS,-5,-2,-6,0,4,5,0,-2,1,-3
GalR3 antagonist,4,-6,2,-8,-7,.,6,1,-5,-1
DNA FID counter,-35,-54,-4,-5,-12,-44,-2,-17,2,1
CRFR2-BP ag,0.1,0.1,-1.5,-0.8,0.3,-2.8,-0.4,0.9,-1.8,-0.1
MEKK3 PB1 HTS,103,100,89,100,104,99,100,92,96,98
MEKK2 WT-MEK5,102,97,95,103,106,101,106,94,102,97
SUMO HTRF inh,-7,-31,-4,8,11,26,10,-16,11,8
CRFBP-R2 block,0,-5,1,5,-11,39,7,-11,0,-2

Along the list, as entered above.
Compounds 41–50 in NS3 helicase inh, in turn: -3, 8, -2, -2, 13, 22, 2, -12, 0, 0
Compounds 41–50 in SUMO HTRF inh, in turn: -7, -31, -4, 8, 11, 26, 10, -16, 11, 8

Carrying on.
51: O=C(Nc1ccc(N2CCOCC2)cc1)c1cccnc1
52: NC1=NC[C@H](Cc2ccccc2)N1CCc1cc(C(F)(F)F)cc(C(F)(F)F)c1
53: O=C(O)c1ccc(-c2nnn(Cc3ccccc3F)n2)cc1
54: O=C(COC(=O)c1ccc(O)cc1)NC1CCCC1
55: Cc1cc(OCCN2CCC(Cc3ccccc3)CC2)ccc1[N+](=O)[O-]
56: C1CCc2c(nc3nnnn3c2N2CCOCC2)C1

assay / compound,51,52,53,54,55,56
NS3 helicase inh,-3,.,8,-4,-60,9
MEKK2mut PB1 HTS,3,7,8,0,7,1
GalR3 antagonist,-3,6,-5,-8,-3,-4
DNA FID counter,1,.,4,0,30,0
CRFR2-BP ag,-0.6,-1.3,0.6,-1.6,4.6,-2.1
MEKK3 PB1 HTS,100,105,104,106,104,94
MEKK2 WT-MEK5,105,114,101,103,131,93
SUMO HTRF inh,14,20,3,-6,8,19
CRFBP-R2 block,-1,-10,0,-2,-15,-15

Bioassay records: PubChem, several laboratories
